Bioassay records: PubChem BioAssay, several laboratories
SRC1 inh = inhibitors of human steroid receptor coactivator 1 (SRC1); Q15788; HEK293 GAL4-SRC1 luciferase reporter, luminescence; inhibition, % at 3.6 µM; 360,000 compounds, 0.12% hits; AID 588354;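 active = inhibition above the campaign mean plus 3 SD, with each screening campaign given its own cutoff, cut at about 60% in these data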;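 also: 0% = DMSO treated cells and 100% = gossypol at 36 µM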
C8 TRAIL sens = sensitizes caspase-8 expressing cells to TRAIL; inhibition (viability loss, TRAIL sensitization), % at 10 µM; NB7+C8 cells + TRAIL, ATPlite viability luminescence; 360,000 compounds, 1% hits;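 active = compounds causing at least 50% loss of cell viability in the single-dose screen, relative to plate controls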
NR5A2 inv ag = NR5A2 inverse agonism in reporter assay. O00482. HEK293T StAR-luciferase reporter, LRH-1 transfected, 24 h. inhibition, % at 3.6 µM. 360,000 compounds, 0.13% hits. AID 602396;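 active = inhibition above the mean inhibition of all tested compounds plus 3 SD, cut at about 73% in these data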;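 also: 0% = DMSO wells and 100% = reporter-only cells lacking LRH-1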
Target sequence (O00482 whole entry, looked up): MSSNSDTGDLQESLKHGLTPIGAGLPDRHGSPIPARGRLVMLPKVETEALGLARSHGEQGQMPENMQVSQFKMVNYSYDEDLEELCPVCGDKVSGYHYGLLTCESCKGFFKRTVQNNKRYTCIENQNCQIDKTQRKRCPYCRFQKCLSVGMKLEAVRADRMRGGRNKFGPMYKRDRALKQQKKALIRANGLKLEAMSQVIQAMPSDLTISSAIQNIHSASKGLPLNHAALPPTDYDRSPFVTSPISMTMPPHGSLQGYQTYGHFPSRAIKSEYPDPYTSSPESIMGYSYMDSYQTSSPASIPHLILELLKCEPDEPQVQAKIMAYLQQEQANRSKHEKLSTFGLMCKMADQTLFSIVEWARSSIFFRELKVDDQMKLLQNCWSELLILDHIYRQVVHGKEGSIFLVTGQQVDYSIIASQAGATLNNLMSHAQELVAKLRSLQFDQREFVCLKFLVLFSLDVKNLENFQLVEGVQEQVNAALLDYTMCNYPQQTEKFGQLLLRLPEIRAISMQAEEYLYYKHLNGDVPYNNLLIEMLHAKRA
TROY NFkB inh = TROY signaling inhibition; Q293 LMP1-TROYcd NF-kB luciferase reporter, 4 h; inhibition, % at 10 µM; 360,000 compounds, 0.98% hits;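 active = compounds whose plate-normalised and pattern-corrected inhibition of the luciferase reporter signal at the single screening dose is 50% or more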
SRC3 inh = human NCOA3 inhibition; HEK293 GAL4-SRC3 luciferase reporter, luminescence; inhibition, % at 3.6 µM; AID 588352; 360,000 compounds, 0.17% hits; Q9Y6Q9;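 active = inhibition above a per-campaign cutoff, the mean of all compounds plus 3 SD, cut at about 60% in these data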;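 also: 0% = DMSO-treated cells and 100% = gossypol-treated cells at 36 µM; higher means less SRC3-driven luciferase light from the GAL4 reporter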
KKLEB tox = reduces viability of KKLEB cystic fibrosis airway cells | activity change (cytotoxicity), % at 5 µM | AID 602141 | 360,000 compounds, 0.36% hits | KKLEB CF airway cells viability, ATPlite luminescence, overnight; stronger effect = lower value; cells stimulated with P. aeruginosa culture filtrate;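 active = corrected activity change at or below -50% at 5 µM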
Shn3 3UTR inh = reduces Shn3 3'UTR luciferase signal in osteoblasts; Clone20 osteoblast Shn3 3'UTR firefly luciferase, 24 h; inhibition, % at 12.5 µM; 360,000 compounds, 0.52% hits; AID 588674;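 active = mean inhibition of at least 75% with every replicate also reaching 75%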;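 also: 0% = median of neutral control wells and 100% = pilot-screen positive control compound; some compounds past the cut are filed as inactive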
EBV LMP1 NFkB = reduces LMP1-driven NF-kappaB luciferase signal | 350,000 compounds, 0.69% hits | inhibition, % at 12.5 µM | LMP1-induced NF-kappaB luciferase reporter cells, luminescence; in the data active = inhibition above about 41%;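 also: 0% = neutral control wells and 100% = reference inhibitor control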
TWEAK Fn14 block = blocks TWEAK-Fn14 interaction in a reporter cell assay | TWEAK-stimulated Fn14 reporter cells, luciferase luminescence, 8 h | inhibition, % at 10 µM | 360,000 compounds, 2% hits | AID 1159606; in the data active = inhibition above about 50%
NR2F2 inh = inhibitors of human COUP-TFII (NR2F2); HEK293T NGFI-A luciferase reporter, luminescence; inhibition, % at 8.6 µM; 370,000 compounds, 0.7% hits; P24468; AID 686940;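 active = inhibition above a per-plate cutoff, mean inhibition of test wells between control levels plus 3 SD, cut at about 38% in these data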;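 also: cells cotransfected with COUP-TFII expression vector driving the NGFI-A reporter; 0% = median of COUP-TF2 test wells and 100% = reporter-only cells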
Target sequence (P24468 whole entry, looked up): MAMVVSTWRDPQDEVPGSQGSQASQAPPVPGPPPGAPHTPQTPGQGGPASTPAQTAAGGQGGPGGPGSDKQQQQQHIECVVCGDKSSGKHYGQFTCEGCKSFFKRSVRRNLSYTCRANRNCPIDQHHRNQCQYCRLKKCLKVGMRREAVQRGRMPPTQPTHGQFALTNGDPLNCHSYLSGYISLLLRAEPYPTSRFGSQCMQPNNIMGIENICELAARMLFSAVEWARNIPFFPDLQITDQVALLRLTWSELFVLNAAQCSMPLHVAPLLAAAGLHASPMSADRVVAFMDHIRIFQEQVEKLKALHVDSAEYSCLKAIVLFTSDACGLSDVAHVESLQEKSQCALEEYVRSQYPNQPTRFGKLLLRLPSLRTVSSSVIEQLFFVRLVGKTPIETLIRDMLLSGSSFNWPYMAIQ
CF NFkB inh = blocks PAF-induced NF-kB reporter in cystic fibrosis cells; KKLEB NF-kB-GFP reporter, GFP fluorescence overnight; 360,000 compounds, 0.86% hits; inhibition, % at 5 µM;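 active = at least 50% inhibition at 5 µM, scaled per plate between neutral and stimulator controls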;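 also: PAF is a Pseudomonas aeruginosa culture filtrate used as stimulus; plate controls were PAF-stimulated DMSO wells for no effect and unstimulated DMSO wells for full effect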
* hit, by the source's call; . = no result given.

SMILES	SRC1 inh	C8 TRAIL sens	NR5A2 inv ag	TROY NFkB inh	SRC3 inh	KKLEB tox	Shn3 3UTR inh	EBV LMP1 NFkB	TWEAK Fn14 block	NR2F2 inh	CF NFkB inh
O=C(c1c[nH]c2ccccc12)C(F)(F)F	1	-3	14	-12	3	-2	11	2	9	11	14
COc1ccc(C(=O)NN2CCOCC2)cc1	-7	-16	-3	11	2	3	-5	0	-13	-1	7
CCCn1c(=O)c(C(=O)NNS(=O)(=O)c2ccc(Cl)cc2)c(O)c2ccccc21	-4	-5	16	45	10	18	10	6	12	-2	-6
Cn1c(SCC(=O)c2ccc3c(c2)OCCO3)nnc1C1CC1	-9	1	-1	-13	-26	2	-34	-15	-7	1	0
CSc1nc(-c2ccco2)cc(C(F)(F)F)c1C#N	0	-1	-4	-7	-8	7	11	6	11	-1	-4
O=C(CSc1ncccc1C(=O)O)NC1CCCCCCC1	11	-7	8	-15	21	2	4	0	-3	-2	5
CC1(C2(O)CCCCC2)NCCc2ccccc21 (stereo unspecified)	8	4	9	-1	7	-7	-2	-1	-27	-4	-23
O=C(CSc1ccc2c(c1)OCCO2)Nc1ncccc1O	-15	-23	-15	16	-7	9	-12	-5	0	-16	22
S=C(NCc1cccs1)Nc1ccccc1Cl	-3	-5	-16	-6	7	8	-7	5	-1	-3	-3
CCCc1cc(=O)[nH]c2nnc(SCC(=O)Nc3cccc(NC(C)=O)c3)n12	-11	-12	-4	-31	9	12	-8	3	0	-2	-25

Entries from the list above with a CF3 group:
SMILES	SRC1 inh	C8 TRAIL sens	NR5A2 inv ag	TROY NFkB inh	SRC3 inh	KKLEB tox	Shn3 3UTR inh	EBV LMP1 NFkB	TWEAK Fn14 block	NR2F2 inh	CF NFkB inh
O=C(c1c[nH]c2ccccc12)C(F)(F)F	1	-3	14	-12	3	-2	11	2	9	11	14
CSc1nc(-c2ccco2)cc(C(F)(F)F)c1C#N	0	-1	-4	-7	-8	7	11	6	11	-1	-4

Part of the list above in order of molecular weight, falling.
SMILES	SRC1 inh	C8 TRAIL sens	NR5A2 inv ag	TROY NFkB inh	SRC3 inh	KKLEB tox	Shn3 3UTR inh	EBV LMP1 NFkB	TWEAK Fn14 block	NR2F2 inh	CF NFkB inh
Cn1c(SCC(=O)c2ccc3c(c2)OCCO3)nnc1C1CC1	-9	1	-1	-13	-26	2	-34	-15	-7	1	0
O=C(CSc1ncccc1C(=O)O)NC1CCCCCCC1	11	-7	8	-15	21	2	4	0	-3	-2	5
S=C(NCc1cccs1)Nc1ccccc1Cl	-3	-5	-16	-6	7	8	-7	5	-1	-3	-3
COc1ccc(C(=O)NN2CCOCC2)cc1	-7	-16	-3	11	2	3	-5	0	-13	-1	7

(more compounds)
SMILES	SRC1 inh	C8 TRAIL sens	NR5A2 inv ag	TROY NFkB inh	SRC3 inh	KKLEB tox	Shn3 3UTR inh	EBV LMP1 NFkB	TWEAK Fn14 block	NR2F2 inh	CF NFkB inh
CC(CC(=O)NCc1ccccc1)C1CCCO1 (stereo unspecified)	-28	-22	-37	-9	-24	5	-21	-6	-11	1	0
O=C(COC(=O)CSc1nnc(-c2ccc(Cl)cc2)o1)Nc1cc(Cl)cc(Cl)c1	-3	5	3	-13	2	-6	18	17	-2	4	16
CC(C)Cn1c(SCC(=O)NC2CC2)nc2ccc(Cl)cc2c1=O	14	25	14	-2	17	19	17	-1	9	-13	-33
COc1ccc(C(CNC(=O)c2ccc(S(=O)(=O)Nc3ccccc3OC)cc2)N2CCCC2)cc1 (stereo unspecified)	5	-13	-51	-25	17	3	1	-33	-3	-22	1
CCn1c(=O)c2sccc2n(Cc2ccc(C)cc2)c1=O	-11	-13	13	6	6	-1	-9	-5	4	21	-12
CCn1c(C)c(C(=O)c2ccccc2)c(C#N)c1C(=O)O	-8	6	-16	-23	-21	-11	-7	32	-2	-2	12
Cc1ccc(/C=N/NC(=O)Cn2cnc3ccccc32)cc1	-1	-23	-1	6	0	-3	-1	-29	21	12	-4
CCCC(=O)Nc1ccc(NC(=O)c2ccccc2)nc1	-93	31	-136	11	-100	4	-60	5	48	-15	-6
CCN(c1ccc(NC(=O)COC(=O)c2ccc3ccccc3n2)cc1)C(C)C	9	-2	11	-5	5	-6	-21	7	-2	2	0
O=c1[nH]c([N+](=O)[O-])nn1C(c1ccccc1)c1ccccc1	1	6	11	-15	4	-9	-4	3	17	10	9
O=C1C=C(NCc2ccc(Cl)cc2Cl)C2(CCCCC2)O1	16	-6	7	8	7	-8	3	-12	-1	-10	22
O=c1c2ccc(Cl)cc2[nH]c(=S)n1CCCN1CCOCC1	-15	-9	-15	-7	0	1	-5	0	35	-16	1
COc1ccc2c(=O)cc(-c3ccncc3)oc2c1OC	42	20	11	27	24	2	75	-8	42	32	59*
O=C(NCCOc1ccccc1)c1cncc(Br)c1	-53	-14	-79	-63	-42	-3	-27	-26	-27	-14	6
Cc1cc(C)n(CCN(C)c2nc3nonc3nc2N2CCCCC2)n1	-26	2	9	4	20	-9	0	0	-20	5	3
Cn1cc(S(=O)(=O)NCc2ccc(Cl)cc2)c(=O)n(C)c1=O	-2	-18	-2	-14	-11	13	13	4	5	-3	-17
O=C(CSc1ccc2nnc(-c3ccccc3)n2n1)N1CCCCC1	-10	26	12	6	9	6	-5	8	-4	-16	-16
Cc1ccc(NC(=O)C2CCC(N3C(=O)C4CCCCC4C3=O)CC2)cc1 (stereo unspecified)	7	7	-10	-8	12	-1	-21	5	-28	13	5
CCN1CCN(C(=O)c2cc3cc4ccc(OC)cc4nc3s2)CC1	-23	-3	7	-9	-16	1	2	-6	-14	-3	-7
CN1C(=O)C(C)(C)c2cc(S(=O)(=O)N3CCCCCC3)ccc21	-4	13	16	-1	-37	6	2	-6	1	-15	0
CN(C)c1ccc(C(CNS(=O)(=O)c2ccc(F)c(F)c2)c2c[nH]c3ccccc23)cc1 (stereo unspecified)	-19	-16	1	8	-13	2	5	-13	24	1	12
CCOc1ccc(Br)cc1S(=O)(=O)Nc1ccc(C(=O)Nc2ccccc2OC)cc1	2	-8	-15	27	2	11	15	0	-10	4	-11
CCC(=O)N1CCc2cc(S(=O)(=O)NCCC(=O)N3CCN(c4cccc(C)c4)C(C)C3)ccc21 (stereo unspecified)	10	22	11	7	7	8	18	3	11	17	-2
COC(=O)C1=C(C)N(Cc2ccccc2)C(=O)N[C@H]1c1cccs1	6	-9	10	4	-16	3	0	0	16	0	-4
Cc1ccc(C(c2cc(Br)ccc2O)N2CCSCC2)cc1 (stereo unspecified)	-15	8	20	-6	-10	-1	-19	-2	9	-30	13
O=C(O)C1CC(=O)N(C2CCCCCC2)C1 (stereo unspecified)	0	2	-9	18	-4	0	-5	-2	-15	2	6
Cc1cccc(C#Cc2ccccc2)n1	-92	14	-106	-53	-96	-6	-195	3	-23	-20	9
CCN(Cc1ccccc1)S(=O)(=O)c1ccc(C(=O)N(CCCN(C)C)c2nc3ccc(F)cc3s2)cc1	-6	17	-19	-12	-82	1	20	-5	-1	-21	13
O=C(NCc1ccccn1)c1cccc(NS(=O)(=O)c2cccc(Cl)c2)c1	-21	1	12	-2	-9	-4	6	2	2	6	4
O=C(COc1cccc(Cl)c1)N/N=C\c1cc2ccccc2nc1Cl	0	-8	-8	22	13	-33	-1	-11	-15	27	25
CC(C)c1ccc(NC(=O)C2(C)Cc3c(-c4ccc5c(c4)OCO5)ccnc3O2)cc1 (stereo unspecified)	-11	-5	-20	3	-3	8	12	.	12	-6	-19
COC(=O)c1ccc(NC(=S)NC(=O)c2c(-c3ccccc3)noc2C)cc1	4	-14	-10	-52	-2	4	-10	-7	-24	8	-15
O=C(/C=C/c1ccccc1)NCCc1c[nH]c2ccccc12	-4	-17	-7	-26	2	11	-16	-4	-7	12	-16
O=C(Nc1nnc(-c2ccccc2Cl)s1)C1CCN(S(=O)(=O)c2ccc(Cl)cc2)CC1	-10	-26	-11	-3	2	-14	6	2	5	0	37
CCN(CC)c1nc(N)c2c(N)n(-c3ccccc3C)c(=S)c(C#N)c2c1C#N	-12	-4	5	18	4	-1	-8	-3	0	18	-4
CCOC(=O)N1CCN(C(=O)c2ccc(OCC)c(OCC)c2)CC1	11	19	11	-38	3	0	-5	11	1	-2	-3
COc1ccc(-c2noc(C3CCCN(C(=O)c4cccc(F)c4)C3)n2)cc1 (stereo unspecified)	2	-5	-12	-11	-7	-8	27	-3	1	2	6
CC(=NNC1=NCCN1)c1cnn(C2=NCCN2)c1C	10	10	14	-6	1	-3	6	.	12	-16	20
CCC1CN(C(=O)NCc2ccc(F)cc2)c2cc(Cl)ccc2O1 (stereo unspecified)	-4	-1	-1	-11	-12	-4	9	0	4	29	6
O=C(NCCOC(=O)c1c(F)cccc1Cl)c1c(F)cccc1Cl	-3	-15	6	0	-12	-16	-1	10	-8	2	-12

An excerpt from above in order of their number in SRC3 inh, high to low:
structure,SRC1 inh,NR5A2 inv ag,SRC3 inh,Shn3 3UTR inh,EBV LMP1 NFkB,TWEAK Fn14 block,NR2F2 inh,CF NFkB inh
O=C(/C=C/c1ccccc1)NCCc1c[nH]c2ccccc12,-4,-7,2,-16,-4,-7,12,-16
COc1ccc(-c2noc(C3CCCN(C(=O)c4cccc(F)c4)C3)n2)cc1 (stereo unspecified),2,-12,-7,27,-3,1,2,6
O=C(NCCOC(=O)c1c(F)cccc1Cl)c1c(F)cccc1Cl,-3,6,-12,-1,10,-8,2,-12

The main list resumes; the 4 compounds before the break are reprinted first.
SMILES	SRC1 inh	C8 TRAIL sens	NR5A2 inv ag	TROY NFkB inh	SRC3 inh	KKLEB tox	Shn3 3UTR inh	EBV LMP1 NFkB	TWEAK Fn14 block	NR2F2 inh	CF NFkB inh
COc1ccc(-c2noc(C3CCCN(C(=O)c4cccc(F)c4)C3)n2)cc1 (stereo unspecified)	2	-5	-12	-11	-7	-8	27	-3	1	2	6
CC(=NNC1=NCCN1)c1cnn(C2=NCCN2)c1C	10	10	14	-6	1	-3	6	.	12	-16	20
CCC1CN(C(=O)NCc2ccc(F)cc2)c2cc(Cl)ccc2O1 (stereo unspecified)	-4	-1	-1	-11	-12	-4	9	0	4	29	6
O=C(NCCOC(=O)c1c(F)cccc1Cl)c1c(F)cccc1Cl	-3	-15	6	0	-12	-16	-1	10	-8	2	-12
O=C(NCc1ccccc1Cl)[C@H]1CCCN1C(=O)[C@H]1CCCN1C(=O)c1cccc2ccccc12	.	3	10	-2	.	.	.	.	12	9	.
COc1cccc(S(=O)(=O)N(C)C[C@@H]2OCc3cnnn3CCCC(=O)N([C@H](C)CO)C[C@H]2C)c1	-12	-2	-20	-8	-13	1	8	0	-4	-1	-1
CCOC(=O)c1cccc(NS(=O)(=O)c2c(C)[nH]c(C)c2C(=O)N2CCCC2)c1	4	-6	12	-6	13	-13	2	10	16	3	4
CS(=O)(=O)c1ccc(Cl)c(NC(=O)CSc2nnc(-c3cccs3)n2N)c1	0	-13	-19	-14	-4	17	2	-2	6	-10	-11
Cc1ccc(S(=O)(=O)N2CCCCC2)cc1NC(=O)CN1CCCC1c1cccs1 (stereo unspecified)	-4	1	3	4	-1	2	9	0	2	6	-11

A portion of the library; rates above refer to the full screens.
